Screening data deposited in PubChem by The Scripps Research Institute Molecular Screening Center.
LEDGF integ inh: blocks HIV-1 LEDGF/p75-dependent DNA integration; TR-FRET IN-LEDGF/p75 DNA integration, Eu/Cy5; inhibition, % at 3.7 µM; 370,000 tested, 0.64% active; AID 743269;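 active means inhibition above the screen-wide mean plus 3 SD, cut at about 13% in these data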;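 further: signal is the Cy5 over europium emission ratio at 671 and 618 nm; 0% = plate median of compound wells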
TCR-CD3 inh: inhibitors of human TCR-CD3 interaction; TAMRA-labeled TCR probe fluorescence, biochemical; inhibition, % at 9.4 µM; 360,000 tested, 0.37% active; AID 651800; in the data active means inhibition above about 19%;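 further: recombinant mutant TCR 2C K166C tagged with TAMRA read by polarization; 0% = receptor in buffer alone and 100% = receptor with positive control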
KLK7 zymogen act: activators of human kallikrein-7 zymogen; P49862; purified proKLK7, EDANS-DABCYL substrate fluorescence; 100% is mature enzyme control, 0% vehicle; activation, % at 7 µM; 370,000 tested, 0.9% active; AID 652039;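 active means activation above the mean of all tested compounds plus 3 SD, computed per campaign excluding outliers beyond control limits, cut at about 13% in these data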
TDP2 absorb: blocks human TDP2 phosphodiesterase activity; AID 720702; 370,000 tested, 0.34% active; O95551; inhibition, % at 12.8 µM; recombinant TDP2, T5PNP hydrolysis, p-nitrophenol absorbance 415 nm;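 active means inhibition above the mean of all tested compounds plus 3 SD, set per campaign, cut at about 25% in these data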;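 further: 0% = DMSO with enzyme and 100% = buffer with substrate but no TDP2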
Target sequence (O95551 whole entry, looked up): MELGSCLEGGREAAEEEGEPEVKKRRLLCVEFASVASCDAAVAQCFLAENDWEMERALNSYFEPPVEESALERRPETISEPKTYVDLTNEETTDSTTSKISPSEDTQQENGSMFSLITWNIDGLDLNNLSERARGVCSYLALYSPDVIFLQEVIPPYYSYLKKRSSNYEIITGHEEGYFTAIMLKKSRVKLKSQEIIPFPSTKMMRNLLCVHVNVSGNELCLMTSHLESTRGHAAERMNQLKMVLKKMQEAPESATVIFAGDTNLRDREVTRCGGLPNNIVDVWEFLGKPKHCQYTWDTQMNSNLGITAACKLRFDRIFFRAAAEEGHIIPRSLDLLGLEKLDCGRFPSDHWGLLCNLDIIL
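Evaluation: % inhibition relative to enzyme-containing and enzyme-free wells. Material: recombinant human TDP2. Benchmarks: enzyme-free and DMSO wells. Timing: enzyme reaction with compound for 2 h at 37 °C. Compound dosing: 12.8 µM only. Measured by: p-Nitrophenol epi absorbance. Reagent: T5PNP substrate at 5 mM, a TopII-DNA adduct mimic. Replication: single well per compound.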
PRMT1 FP inh: PRMT1 (human) inhibition, primary screen. Q99873. 370,000 tested, 1.3% active. recombinant PRMT1, activity-based probe fluorescence polarization. inhibition, % at 2.79 µM;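 active means inhibition above about 21% made by adding two undisclosed values, limit read from the data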
SIAE inh: human SIAE inhibition, primary screen; inhibition, % at 9.66 µM; 370,000 tested, 0.69% active; AID 1053197; SIAE FP-Rh probe binding, fluorescence polarization;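 active means inhibition above a cutoff: mean of compounds within the control limits plus 3 SD of those, cut at about 17% in these data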;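 further: 0% = plate median of compound wells and 100% = probe without SIAE protein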
Target sequence (Q9HAT2 whole entry, looked up): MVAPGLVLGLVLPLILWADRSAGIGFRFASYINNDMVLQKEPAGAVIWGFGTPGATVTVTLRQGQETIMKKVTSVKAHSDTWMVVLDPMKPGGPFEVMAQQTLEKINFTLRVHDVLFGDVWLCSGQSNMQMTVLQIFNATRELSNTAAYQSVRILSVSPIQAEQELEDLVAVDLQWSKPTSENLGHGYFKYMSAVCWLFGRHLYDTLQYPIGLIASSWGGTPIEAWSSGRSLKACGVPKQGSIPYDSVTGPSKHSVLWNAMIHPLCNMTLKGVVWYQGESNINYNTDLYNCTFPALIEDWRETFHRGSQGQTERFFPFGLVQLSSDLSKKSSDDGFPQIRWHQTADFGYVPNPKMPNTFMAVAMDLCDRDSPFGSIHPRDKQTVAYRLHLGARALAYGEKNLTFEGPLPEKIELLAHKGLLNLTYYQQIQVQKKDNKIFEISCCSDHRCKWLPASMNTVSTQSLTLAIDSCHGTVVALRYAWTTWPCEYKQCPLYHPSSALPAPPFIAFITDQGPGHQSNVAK
UHRF1 binding: blocks human UHRF1 binding to methylated DNA | Q96T88 | UHRF1 binding to methylated oligo, TR-FRET | inhibition, % at 4.4 µM | 370,000 tested, 0.75% active | AID 687016; in the data active means inhibition above about 21%;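 further: UHRF1 SRA domain binding a hemimethylated CpG hairpin DNA probe; 0% = median of test compound wells and 100% = reference inhibitor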
DDE Tn7 FP inh: inhibitors of Tn7 peptide binding to human fibrin DD(E). 370,000 tested, 0.13% active. FP displacement of FITC-Tn7 peptide from fibrin DD(E); 0% = median of compound wells per plate. inhibition, % at 8.3 µM;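 active means inhibition above the mean of compounds falling within the control limits plus 3 SD of them, cut at about 14% in these data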;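 further: 0% = plate median of compound wells and 100% = 10 µM Aha-Tn7 peptide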
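Assay system: human fibrin DD(E) protein / Input: 2 µM fibrin DD(E) / Benchmarks: high control of 10 µM Aha-Tn7 peptide / Measured by: fluorescence polarization of the labelled Tn7 tracer / Medium: Tris buffer with calcium and detergent, pH 7.8 / Timing: 10 min compound pre-incubation, 3 h probe incubation at room temperature / Repeats: one replicate per compound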
DDE Tn6 FP inh: disrupts Tn6 cyclic peptide binding to fibrin D-Dimer-E complex. inhibition, % at 8.3 µM. P02675. AID 720509. 370,000 tested, 0.21% active. Fibrin DD(E) TRITC-Tn6 fluorescence polarization displacement;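 active means inhibition above a per-campaign cutoff: mean of compounds within control limits plus 3 SD, cut at about 15% in these data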;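 further: 0% = median of all compound wells on the plate and 100% = blocking peptide control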
MBD2 inh: inhibitors of human MBD2 binding to methylated oligonucleotide; TR-FRET; inhibition, % at 4.4 µM; 370,000 tested, 0.31% active; in the data active means inhibition above about 13%
* = called active by the depositor. Rows are unselected. About 4.6% of those tested had a hit in this group.

LEDGF integ inh | TCR-CD3 inh | KLK7 zymogen act | TDP2 absorb | PRMT1 FP inh | SIAE inh | UHRF1 binding | DDE Tn7 FP inh | DDE Tn6 FP inh | MBD2 inh | smiles
-4 | 3 | -1.2 | 4 | 1 | 16 | 0 | 8 | 7 | 3 | NC(=O)c1cc2cc(Br)ccc2o/c1=N/NC(=O)c1cccc(F)c1
1 | -2 | 0.4 | -12 | -4 | 3 | 1 | -9 | -5 | -3 | COc1ccccc1N1CCN(CC(=O)NCc2ccc(Cl)cc2)CC1
-1 | 0 | -3.2 | 4 | -1 | 6 | -4 | 1 | -1 | 4 | CCOc1ccccc1NC(=O)c1ccc(F)c(S(=O)(=O)N2CCC3(CC2)OCCO3)c1
1 | -6 | -0.5 | -2 | 1 | 5 | 8 | 7 | 1 | 5 | COc1cc2[nH]c(=S)n(CCN3CCCCC3C)c(=O)c2cc1OC (configuration not stated)
-1 | 8 | -0.1 | 6 | -1 | 8 | -2 | 0 | 2 | -2 | CC1(C)CC(=O)C(=Cc2cn(CCC#N)nc2-c2ccc(Cl)cc2)C(=O)C1
-2 | -11 | -0.3 | 3 | 4 | -4 | 1 | 2 | -4 | 2 | Cc1cc(C)c(S(=O)(=O)N2CCOCC2)cc1C
16* | 6 | 45* | -14 | 24* | -15 | 6 | -4 | -6 | 0 | Cc1cccn2c(=O)c3cc(C#N)c(=NC(=O)c4ccccc4)n(Cc4ccco4)c3nc12
-1 | 2 | 0.3 | -11 | 0 | 1 | -1 | -10 | 7 | -5 | NC1=NC[C@H](c2ccccc2)N1CCc1cc(C(F)(F)F)cc(C(F)(F)F)c1
-2 | 0 | -0.5 | -2 | 6 | -3 | 1 | -10 | -3 | 6 | COc1ccccc1N1CCN(Cc2nc3ccccc3[nH]2)CC1
-3 | 3 | 56* | -5 | 2 | 3 | -2 | 0 | -5 | -4 | CCc1c(C)c2ccc(O)c(CN(C)C)c2oc1=O
-3 | -3 | 3.5 | -13 | -1 | 13 | -2 | 0 | -7 | -4 | Cc1cccc(C(O)(C(=O)NNc2ccc3ccccc3n2)c2cccc(C)c2)c1
-4 | -2 | -0.4 | 1 | 2 | -4 | 2 | -1 | -4 | 6 | O=C(Oc1ccc(F)cc1)N1CCOCC1
4 | 0 | -0.8 | 7 | 1 | 9 | -2 | -8 | -4 | -2 | Cc1ccc(N2C(=O)C3C(C2=O)N2CCCN2C3c2ccccc2)cc1C (configuration not stated)
-2 | -1 | 0.4 | 5 | 1 | -3 | -2 | -4 | 6 | 4 | CCn1c(C)nc2cc(C(=O)NNS(=O)(=O)c3ccc(C)cc3C)ccc21
5 | 4 | 3.9 | 6 | 0 | -4 | 0 | -3 | 0 | 0 | CCc1ccc2c(c1)NC(=O)C2(C)Cc1ccc(F)cc1 (configuration not stated)
2 | 5 | -0.2 | -2 | -4 | -7 | -3 | -7 | 12 | 1 | Cc1ccc2nc(-c3ccc(NC(=O)CN4CCN(c5ccccn5)CC4)cc3)sc2c1
0 | -1 | 0.6 | 3 | -4 | -6 | 2 | 1 | -3 | 2 | CCC(=O)N/N=C/c1ccc(OS(=O)(=O)c2ccccc2)cc1
-2 | 1 | 0.1 | 4 | -4 | -3 | -1 | 6 | 6 | 2 | CCC(C)Nc1nc2ccccc2n2c(C)nnc12 (configuration not stated)
-2 | 7 | -0.5 | -10 | -2 | -3 | -1 | 1 | -1 | 0 | CCn1c(CNC(=O)c2ccco2)nnc1SCC(=O)c1ccc(OC)cc1
2 | 5 | 0.0 | -3 | -5 | 7 | -1 | -1 | -3 | -3 | C[C@@H]1CN([C@H](C)CO)C(=O)CCCn2nncc2CO[C@H]1CN(C)C(=O)Nc1ccc2c(c1)OCO2
0 | 6 | -0.2 | 8 | 0 | 5 | 1 | 5 | 4 | 1 | NC(=O)[C@@H]1CCCNc2c(I)cc([N+](=O)[O-])cc2C(=O)N[C@@H](CO)C(=O)NCC(=O)N1
1 | 9 | -0.5 | 5 | 2 | 1 | -1 | 1 | 2 | -5 | C/C(=N/NC(=O)c1sc(NS(=O)(=O)c2ccccc2)nc1C)c1ccccc1
1 | -4 | 0.6 | 24 | -1 | 8 | -2 | -2 | -4 | -5 | Cc1ccc(S(=O)(=O)N2CCN(CCc3ccccc3)CC2)c(C)c1
-1 | 9 | -0.6 | -5 | -2 | -7 | 3 | 0 | -10 | -3 | O=C(NC1(C(F)(F)F)NC(=O)N(Cc2ccccc2)C1=O)c1cccs1 (configuration not stated)
1 | 8 | 0.3 | 9 | -2 | -5 | -1 | -2 | 6 | 3 | COc1ccc(C(=O)Oc2cccnc2)cc1OC
1 | 0 | 0.9 | -5 | 2 | -3 | 2 | -10 | 5 | 2 | COC(=O)c1cn(CCOc2ccc(C)cc2)c2ccccc12
-1 | -2 | -0.2 | 6 | 1 | 3 | 3 | 2 | 13 | -4 | Cc1cccc(NC(=O)CSc2nnc(CSc3nc(C)cc(C)n3)o2)c1
-3 | 5 | 0.5 | 3 | -1 | 5 | 7 | 2 | -1 | 2 | CCOC(=O)N1CCN(Cc2nc3c(c(=O)n(C)c(=O)n3C)n2Cc2cccc3ccccc23)CC1
1 | -10 | 0.3 | 5 | 5 | 1 | 1 | 3 | -2 | 5 | C=CCn1cccc(C(=O)Nc2ccc(OC)cc2OC)c1=O
1 | 7 | -0.6 | -6 | 1 | 9 | 1 | 6 | 3 | -5 | COC(=O)c1ccc(CNC(=O)COC(=O)c2ccccc2-c2ccccc2)cc1

Nothing new here: entries from further up.
LEDGF integ inh | TCR-CD3 inh | KLK7 zymogen act | TDP2 absorb | PRMT1 FP inh | SIAE inh | UHRF1 binding | DDE Tn7 FP inh | DDE Tn6 FP inh | MBD2 inh | smiles
-1 | -2 | -0.2 | 6 | 1 | 3 | 3 | 2 | 13 | -4 | Cc1cccc(NC(=O)CSc2nnc(CSc3nc(C)cc(C)n3)o2)c1
-3 | 5 | 0.5 | 3 | -1 | 5 | 7 | 2 | -1 | 2 | CCOC(=O)N1CCN(Cc2nc3c(c(=O)n(C)c(=O)n3C)n2Cc2cccc3ccccc23)CC1
1 | -10 | 0.3 | 5 | 5 | 1 | 1 | 3 | -2 | 5 | C=CCn1cccc(C(=O)Nc2ccc(OC)cc2OC)c1=O
1 | 7 | -0.6 | -6 | 1 | 9 | 1 | 6 | 3 | -5 | COC(=O)c1ccc(CNC(=O)COC(=O)c2ccccc2-c2ccccc2)cc1

The results go on:
LEDGF integ inh | TCR-CD3 inh | KLK7 zymogen act | TDP2 absorb | PRMT1 FP inh | SIAE inh | UHRF1 binding | DDE Tn7 FP inh | DDE Tn6 FP inh | MBD2 inh | smiles
4 | 3 | 0.1 | 3 | -2 | 5 | 1 | -6 | 4 | -9 | O=C(CC[C@H]1O[C@@H](n2cnc3c(NC(=O)c4ccccc4)ncnc32)[C@H](O)[C@@H]1O)N[C@@H](CO)Cc1c[nH]c2ccccc12
0 | -1 | 6.8 | 6 | -1 | 7 | -3 | -8 | 3 | 0 | COC(=O)Cc1c(C)c2c(OCc3nn[nH]n3)cc(C)cc2oc1=O
-1 | 4 | -0.6 | -13 | 1 | -7 | 0 | 6 | 1 | 2 | Cc1cc(C)n(CC(=O)c2ccccc2)c(=O)c1C#N
1 | -3 | 0.5 | -9 | 2 | 6 | 1 | 2 | -7 | 5 | O=C1CSC(c2ccccc2F)N1CCN1CCCCC1 (configuration not stated)
-1 | 8 | -4.1 | -6 | 1 | -22 | -1 | 3 | -5 | -1 | CC(C)c1cc(-c2cc(C(=O)NCc3ccccc3)on2)nc(NC2CCCC2)n1
4 | -2 | 0.5 | -17 | -4 | 0 | 0 | -2 | -2 | 4 | CCCC(=O)Nc1c(-c2ccccc2Cl)c(=O)c2ccccc2n1C
3 | 4 | 2.6 | -4 | 0 | 0 | -1 | 3 | 2 | -5 | CCOC(=O)C1=C(C)NC(C)=C(C(=O)OCC)C1C(=O)OCC(=O)NCc1ccc(F)cc1
-6 | -5 | -0.2 | 2 | 3 | 0 | 14 | 1 | -1 | 7 | Cc1ccc(S(=O)(=O)NCC(=O)OCC(=O)Nc2ccc3c(c2)OCCO3)cc1
-1 | -1 | 0.0 | 4 | 2 | 0 | -1 | 0 | -10 | 4 | O=C(N/N=C/c1ccccc1)c1ccc2c(c1)OCO2
-2 | 4 | 0.1 | -2 | 3 | -1 | 1 | 2 | -1 | 4 | CC(=O)Nc1ccccc1NC(=O)c1ccc2c(c1)OCO2
0 | 1 | -0.1 | -3 | -2 | 3 | -3 | -2 | 4 | 2 | CCCC(=O)N1CCC1(C)C(=O)Nc1ncc(C(=O)OC)s1 (configuration not stated)
2 | 2 | -0.1 | 3 | -4 | -3 | 1 | 5 | 1 | 5 | C=CCOC(=O)c1ccc(-n2cncn2)nc1
-2 | 11 | -0.6 | -1 | -4 | 1 | 0 | 2 | 4 | -8 | CC(C)OCCCNC(=O)CN1C(=O)/C(=C/c2ccccc2F)Oc2ccccc21
-1 | 1 | 0.7 | 8 | 1 | 3 | 1 | 2 | -5 | -1 | COc1cccc(CNC(=O)CCC2CCCN(C(=O)c3ccoc3C)C2)c1 (configuration not stated)
-5 | -10 | 0.1 | -6 | 2 | -4 | 3 | 0 | 0 | 4 | C[C@@H]1CN([C@@H](C)CO)C(=O)c2cc(Br)cnc2O[C@H]1CN(C)C(=O)c1cccc(F)c1
-2 | 1 | -0.4 | -6 | -1 | 4 | 0 | 3 | 3 | 1 | Cc1cccc(OCc2nc(C#N)c(N3CC(C)CC(C)C3)o2)c1 (configuration not stated)
-3 | -6 | -0.2 | 4 | 2 | 0 | -4 | -3 | 0 | 7 | CCN(CC)C(=O)COC(=O)C1=NN(c2cc(C)ccc2C)C(=O)CC1
-1 | 1 | -0.6 | -6 | -3 | -3 | 0 | -5 | -5 | -5 | CC1CCC(NC(=O)CCNS(=O)(=O)c2ccccc2)CC1 (configuration not stated)
-3 | 13 | 0.1 | 1 | 4 | -2 | 4 | 5 | 0 | 6 | Cc1cc2c(NCC(C)O)ncnc2s1 (configuration not stated)
4 | 0 | 1.1 | 18 | -3 | 8 | -1 | -2 | -9 | 2 | O=C(NCc1ccccc1)/C(=C/c1ccc([N+](=O)[O-])cc1)NC(=O)c1ccco1
-1 | 5 | 0.1 | 49* | -1 | 2 | -5 | 3 | -2 | 0 | Cc1ccc(-n2nc(C)c3c2OC(N)=C(C#N)C3c2ccc(F)cc2)cc1 (configuration not stated)
-3 | 1 | 0.3 | 6 | 1 | -5 | -1 | 5 | -9 | 2 | COc1ccc(C(=O)Nc2ccc3c(c2)CCCN3C(=O)c2cccs2)c(OC)c1
18* | -3 | -10 | -21 | 6 | -17 | 6 | -6 | -1 | -2 | Cc1ccc2nc3c(cc(S(=O)(=O)c4ccccc4)c(=N)n3Cc3ccco3)c(=O)n2c1
1 | -1 | -0.2 | 9 | 2 | 0 | 0 | 8 | -2 | 3 | O=C(CNCC1CCCO1)N1CCCCCC1 (configuration not stated)
1 | 4 | -0.1 | -1 | -1 | -4 | 2 | -9 | -1 | 3 | COc1ccc(OC)c(N2CC(O)=C(c3nc4ccccc4s3)C2=N)c1
